Assay outcomes as filed in PubChem.
Wee1 stabilizer = blocks degradation of human Wee1 kinase; AID 1321; reporter increase, % at 5 µM; 220,000 tested, 1.2% active; P30291; HeLa Luc-Wee1K328M stability, luciferase luminescence; 100% = proteasome inhibitor MG132 effect;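 active = activation above the mean of all tested compounds plus 3 SD, set per screening run, cut at about 8.8% in these data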;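 also: cells exposed to compound for 20 h before luminescence read; 0% = DMSO alone and 100% = MG132 at 30 µM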
Furin inhibitor = inhibitors of human furin; inhibition, % at 30 µM; 220,000 tested, 0.061% active; purified furin, fluorogenic substrate cleavage; P09958; AID 463115; in the data active = inhibition above about 25%; also: inactives centre near -15
thrombin 1536 = thrombin (human) inhibition | AID 1046 | alpha-thrombin, Boc-VPR-AMC fluorogenic substrate cleavage | inhibition, % at 5 µM | P00734 | 220,000 tested, 0.26% active;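 active = inhibition at or above 40%; inactive = inhibition below 40%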;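 also: 0% = enzyme with no compound and 100% = wells without enzyme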
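System: Human alpha-thrombin protein | Medium: pH 7.5 Tris (50 mM) with NaCl 150 mM, Tween 20 0.05% | Times: Enzyme reaction carried out at room temperature | Detection: AMC fluorescence, 355/460 nm | Evaluation: Percent inhibition scaled between no-compound controls and no-enzyme blanks | Benchmarks: Enzyme without compound as high, wells lacking enzyme as low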
hK5 inh = kallikrein 5 (human) inhibition; recombinant hK5, fluorogenic AMC substrate cleavage; inhibition, % at 5 µM; 210,000 tested, 0.59% active;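 active = inhibition of 40% or more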;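 also: 0% = enzyme controls without compound and 100% = no-enzyme blanks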
FXIIa inh = inhibitors of human coagulation factor XIIa | P00748 | purified FXIIa, Boc-QGR-AMC fluorogenic substrate, 2 h | inhibition, % at 5 µM | 220,000 tested, 0.3% active; in the data active = inhibition above about 40%;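 also: 0% = enzyme with no compound and 100% = blank without enzyme; many of its hits are not listed in these tables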
FXIa inh = blocks human coagulation factor XIa protease activity; P03951; purified FXIa, Boc-Glu-Ala-Arg-AMC fluorogenic substrate; inhibition, % at 5 µM; 220,000 tested, 0.14% active; AID 798;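 active = inhibition of at least 40%; inactive = inhibition below 40%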;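 also: fluorescence of freed AMC excited at 355 nm; 0% = enzyme without compound and 100% = no enzyme blank; many of its hits are not listed in these tables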
p97 ATPase inh = blocks human p97 ATPase activity; P55072; recombinant p97 ATPase, Kinase-Glo ATP luminescence, 3 h; inhibition, % at 8 µM; 220,000 tested, 0.42% active; in the data active = inhibition above about 15%;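 also: 0% = DMSO vehicle and 100% = wells lacking enzyme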
PERK inh = human PERK inhibition, primary cell-based screen; Q9NZJ5; inhibition, % at 5.6 µM; CHO PERK-DD fusion, SEAP luminescence translation reporter; AID 1416; 220,000 tested, 0.17% active;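 active = inhibition above the mean inhibition of all tested compounds plus 3 SD, set separately per screening campaign, cut at about 2.9% in these data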;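 also: PERK kinase domain activated by AP20187 dimerizer at 100 nM; 0% = DMSO with dimerizer and 100% = rapamycin at 8.4 µM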
KCC2 mod = modulators of human KCC2 chloride dependent transport | B-score of Tl+ flux slope (higher = more flux/activation; lower = inhibition) at 10 µM | KCC2 cells, thallium flux FluoZin-2 fluorescence | Q9H2X9 | 190,000 tested, 2.2% active;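 active = thallium flux slope and its plate-corrected score both differing from the plate sample mean at a set confidence after two filtering rounds, in either direction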;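 also: slope of fluorescence scaled to starting intensity during 10 to 20 s after thallium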
An asterisk follows results filed as active; / = not tested or not shown; [ ] = remark or other dose.

p97 ATPase inh,Wee1 stabilizer,FXIa inh,canonical_smiles,FXIIa inh,PERK inh,thrombin 1536,hK5 inh,KCC2 mod,Furin inhibitor
5,10*,1,COC(=O)c1ccccc1NC(=O)CSc1nccc(C)n1,4,0.8,-11,-1,-0.8,-10
-1,-2,0,CCN(CC)S(=O)(=O)c1ccc(Cl)c(C(=O)NC(C)C(c2cccs2)N2CCCC2)c1 (centres undefined),15,0.1,-2,1,-2.2,-20
0,-3,10,Cc1ccccc1OCC(=O)Nc1ccc2c(c1)C(=O)c1ccccc1C2=O,12,1.0,-1,-25,-0.65,-25
2,3,2,CC1(C)CC(=O)/C(=C\c2cccc([N+](=O)[O-])c2)C(C)(C)N1,-1,0.5,-4,-7,0.067,-26
6,-2,5,CCNC(=O)OCCC12CC3CC(CC(C3)C1)C2,10,1.3,-9,-1,0.28,-19
-1,1,-5,COc1cc2c(cc1OC)C(C)N(C(C)=O)CC2 (centres undefined),8,0.4,1,-5,/,-17[20 µM]
1,-1,5,CSc1cccc(NC(=O)CN(c2cc(C)ccc2C)S(C)(=O)=O)c1,13,-0.5,-3,1,0.54,-18
0,0,-1,OCCC1CN(Cc2ccc3nsnc3c2)CCN1C1CCCCC1 (centres undefined),14,0.0,-3,/,-0.33,-24
4,-1,0,CCCCc1nnc(NC(=O)CSc2nc(N)cc(=O)[nH]2)s1,11,0.1,-4,4,0.085,-22
0,2,6,CCCCOc1ccc(/C=C/C(=O)Nc2ccc([N+](=O)[O-])cc2C)cc1,10,1.1,-3,-3,1.7,-6
6,3,-4,COc1ccc2cc3cc(C(=O)NCCN4CCc5ccccc5C4)oc3nc2c1,4,-0.7,-2,-157,-1.1,-18
4,4,3,COc1cc(C(=O)N2CCC(NC(=O)C(Cc3ccccc3C)NC(C)=O)CC2)cc(OC)c1OC (centres undefined),17,1.4,1,-20,/,-16
8,1,-6,O=c1c2c(-c3ccccc3)csc2nc2c3ccccc3c(NCCN3CCOCC3)nn12,6,0.0,-6,-3,-0.87,-47
-1,0,-11,C=C(C)Cc1c(C)c(C#N)c2nc3ccccc3n2c1N1CCCCC1,18,-0.6,5,7,/,-23[20 µM]
3,1,-1,Cc1nc(C(=O)N2CCc3c([nH]c4ccccc34)C2c2cc(F)ccc2F)cs1 (centres undefined),5,2.1,0,/,-0.92,-9
0,-2,-2,O=C(Nc1cccc(NC(=O)c2cccs2)c1)c1ccc2c(c1)OCO2,6,0.6,-15,3,-0.26,-17
11,-3,-1,CC(=O)Nc1ccc(NC(=O)CC2Nc3cccc4cccc(c34)NC2=O)cc1 (centres undefined),2,0.6,0,-3,/,-17[20 µM]
0,-3,-6,O=C(c1cc2cc(C(F)(F)F)ccc2s1)N1CCOCC1,6,0.8,-14,-5,-0.11,-24
1,-2,-5,CCC(=O)Nc1ccc(NC(=O)CSc2nnnn2C(C)C)cc1,1,0.9,-4,-2,-0.4,-14[20 µM]
-6,-2,-5,C=C1CC2C3CC[C@@]4(OCOC45COCO5)[C@@]3(C)C(O)CC2[C@@]2(C)CCC(=O)C=C12 (some centres undefined),-1,-0.9,-18,-8,0.17,-8

In the list so far, these have nitrogen in an aromatic ring:
p97 ATPase inh,Wee1 stabilizer,FXIa inh,canonical_smiles,FXIIa inh,PERK inh,thrombin 1536,hK5 inh,KCC2 mod,Furin inhibitor
5,10*,1,COC(=O)c1ccccc1NC(=O)CSc1nccc(C)n1,4,0.8,-11,-1,-0.8,-10
0,0,-1,OCCC1CN(Cc2ccc3nsnc3c2)CCN1C1CCCCC1 (centres undefined),14,0.0,-3,/,-0.33,-24
4,-1,0,CCCCc1nnc(NC(=O)CSc2nc(N)cc(=O)[nH]2)s1,11,0.1,-4,4,0.085,-22
6,3,-4,COc1ccc2cc3cc(C(=O)NCCN4CCc5ccccc5C4)oc3nc2c1,4,-0.7,-2,-157,-1.1,-18
8,1,-6,O=c1c2c(-c3ccccc3)csc2nc2c3ccccc3c(NCCN3CCOCC3)nn12,6,0.0,-6,-3,-0.87,-47
-1,0,-11,C=C(C)Cc1c(C)c(C#N)c2nc3ccccc3n2c1N1CCCCC1,18,-0.6,5,7,/,-23[20 µM]
3,1,-1,Cc1nc(C(=O)N2CCc3c([nH]c4ccccc34)C2c2cc(F)ccc2F)cs1 (centres undefined),5,2.1,0,/,-0.92,-9
1,-2,-5,CCC(=O)Nc1ccc(NC(=O)CSc2nnnn2C(C)C)cc1,1,0.9,-4,-2,-0.4,-14[20 µM]

The list goes on:
p97 ATPase inh,Wee1 stabilizer,FXIa inh,canonical_smiles,FXIIa inh,PERK inh,thrombin 1536,hK5 inh,KCC2 mod,Furin inhibitor
-4,-3,5,O=C(CSc1ccc(Cl)cc1)N1CCN(c2ccc(Cl)cc2[N+](=O)[O-])CC1,16,0.1,2,32,/,-7[20 µM]
2,-1,1,CC(=O)N1CC2(C)CN(C(C)=O)CC(C)(C1)C2O (centres undefined),11,0.5,0,-13,0.0096,16[20 µM]
-5,1,5,CN1CCc2c(sc(/N=C/c3cc(C(C)(C)C)ccc3O)c2C#N)C1,14,-0.2,4,3,0.29,-12
-3,0,-5,Cc1ccc(C(=O)NNC2=NCCC2)cc1,-19,0.9,-4,-6,-1.1,1[20 µM]
0,1,-4,O=C(NCc1ccc(Cl)cc1)C(=O)NCC1OCCN1C(=O)c1ccc(Cl)cc1 (centres undefined),1,1.0,1,-29,-0.44,-20
-5,-3,-3,CCOC(=O)COc1c(/C=N\OC)cc(Cl)cc1OC,-2,1.1,-14,-8,0.53,-19
1,-3,-2,CCCc1nc2ccccc2c(NC(=O)CN(CC)CC)c1CC,5,1.3,-4,/,-1.4,-8
-1,0,2,Cc1ccnc(N2CCC(C(=O)Nc3ccc4c(c3)CCC4)CC2)n1,1,-0.5,-1,2,-1.3,-16
-5,-1,3,C=CCNC(=O)C1CCN(c2c([N+](=O)[O-])cc(C(F)(F)F)cc2[N+](=O)[O-])CC1,17,-0.6,2,-9,/,-18[20 µM]
5,2,7,COc1ccc(CNC(=O)Nc2ccc3c(c2)N(C)C(=O)CS3)cc1,13,0.1,7,/,0.68,-7
8,-1,1,c1ccc(Cc2nn[nH]n2)cc1,2,2.1,-5,0,0.71,-9
-3,-1,7,O=c1cc(/C=C/c2cccs2)[nH]c2ccccc12,8,-0.3,3,-23,0.052,-2[20 µM]
0,1,0,CCOC(=O)C(CCCOc1ccccc1C)C(=O)OCC,9,-0.2,-8,-15,0.84,-7[20 µM]
3,-4,-1,O=C(O)COc1ccccc1/C=N/NC(=O)c1cccc(S(=O)(=O)N2CCOCC2)c1,9,1.3,-7,-1,0.25,-15
7,-4,1,C=CCn1cnc2c(sc3nc(C)cc(C)c32)c1=O,4,-1.3,-3,1,-0.68,-11
-1,0,-1,CCCN1CCN(C(=O)c2ccccc2-c2nc3ccccc3s2)CC1,/,-0.8,-8,1,-0.015,-25
-2,-2,1,COc1ccc(CCNC(=S)NC(=O)c2ccc(Br)cc2)cc1OC,3,1.0,-2,-2,3.3,-18
0,-2,0,COc1ccc(C(C)=O)cc1CN1C(=O)NC2(CCCCC2C)C1=O (centres undefined),15,0.7,0,0,-0.056,-13[20 µM]
2,0,-4,NC(=O)C1(C(N)=O)OC1c1ccccc1 (centres undefined),3,1.7,-9,-3,0.54,-16
-5,-3,11,O=C(CCn1c(=S)[nH]c2ccccc2c1=O)NCCCN1CCCC1=O,19,0.4,1,-18,-0.016,-22

Printed as active in Wee1 stabilizer, of those listed so far:
p97 ATPase inh,Wee1 stabilizer,FXIa inh,canonical_smiles,FXIIa inh,PERK inh,thrombin 1536,hK5 inh,KCC2 mod,Furin inhibitor
5,10*,1,COC(=O)c1ccccc1NC(=O)CSc1nccc(C)n1,4,0.8,-11,-1,-0.8,-10

The list continues:
p97 ATPase inh,Wee1 stabilizer,FXIa inh,canonical_smiles,FXIIa inh,PERK inh,thrombin 1536,hK5 inh,KCC2 mod,Furin inhibitor
1,-2,-5,NC(=O)c1ccc(NC(=O)C2CCCO2)cc1 (centres undefined),-2,0.6,4,-32,-0.1,-4[20 µM]
-1,-1,6,Cc1ccc(O)c(-c2cc(C(F)(F)C(F)F)[nH]n2)c1,14,1.7,-6,-4,/,-15
-1,3,9,O=C(Cc1nc2ccccc2[nH]c1=O)c1ccc(Cl)cc1,2,0.7,-2,0,0.12,-21
-1,0,-8,Cc1ccc(-c2cc(C(=O)NCc3ccccn3)no2)cc1,-4,-0.1,-8,-6,-0.98,-22[20 µM]
1,-1,6,CCCCCc1nc2sc3c(c2c(=O)n1NC(=O)c1ccc([N+](=O)[O-])cc1)CC(C)(C)OC3,7,-0.4,-5,-24,-0.037,-27
1,-3,2,CCOc1cc(/C=N/n2cnnc2)ccc1OS(=O)(=O)c1ccc(C)cc1,7,-0.5,-6,2,-0.25,-24
-4,-2,6,CCOC(=O)c1cnc2ccc(OC)cc2c1NCCc1ccc(OC)c(OC)c1,6,-1.1,0,-8,0.52,-10
2,-1,-7,CSc1nc(Oc2ccc(=O)n(C)n2)nc(N(C)C)n1,6,-0.3,-4,-21,-1.4,-3[20 µM]
5,-1,3,CC(=O)OCc1c(COC(C)=O)[n+](=O)c2ccccc2n1[O-],10,0.9,-3,-5,0.5,-25[20 µM]
2,2,-5,CC(=O)Nc1ccc(NC(=O)c2ccc(Cl)nc2)cc1,-1,1.2,-5,-1,-0.58,-17
4,-1,2,CC(C)C(=O)NC(=S)Nc1sc2c(c1C(N)=O)CCCC2,5,-1.0,-3,-14,-0.17,-19
5,-1,2,Cc1sc(NC(=O)c2ccccc2)c(C(c2ccc(Cl)cc2)N2CCN(CCO)CC2)c1C (centres undefined),3,-0.7,-11,-19,-0.24,-1
3,-3,-6,COc1ccc2nc3cc(Cl)ccc3c(C#N)c2c1,1,2.2,-5,1,0.4,-5
4,-2,1,COc1ccc(F)cc1S(=O)(=O)NC(Cc1ccccc1)C(N)=O (centres undefined),18,1.0,3,-9,1.1,-16

The order is random; overall some 4.4% were active at least once.
